NPC1 promoter act – qHTS Assay for NPC1 Promoter Activators; actives 2.4% (n = 320,000); Huh7 NPC1 promoter luciferase reporter, 24 h; AID 485313, 2010; Potency, µM (titrated, usually from 9.22 µM), for inactives: at the top dose activation, actives largely listed as activators;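 also: potency is read from the fitted curve at half-maximal effect; % of control where 0% means no effect; nearly all actives have a fitted effect of over 60% in size; reporter is driven by a mutant NPC1 promoter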
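Luminescence read-out of NPC1 promoter-driven luciferase in stably transfected Huh7 cells; compounds delivered in DMSO and left 24 h at 37C, 5% CO2, qHTS titration format.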
Menin MLL FP TR – qHTS Assay for Inhibitors Targeting the Menin-MLL Interaction in MLL Related Leukemias: Competition With Texas Red Labeled MLL-derived Mutant Peptide; O00255; Menin + Texas Red MLL mutant peptide, fluorescence polarization; Potency, µM (top dose mostly 61.6 µM), for the others: top-dose FP activity change, negative = inhibition, actives largely listed as inhibitors; actives 0.23% (n = 270,000); AID 1768, 2009; active = well fitted inhibition curve with a large enough effect in the polarisation, with a control signal flat, not every such curve was filed as active; inconclusive = small, poorly fitted or top-dose-only effect, or effect the other way, or a change in a side signal; inactive = no such curve, though single readings can be large or run the other way; the % refers to the polarisation; also: potency is read from the fitted curve at half-maximal effect; % of control where 0% means no effect; many of its hits are not listed in these tables
MBNL1-CUG inh – qHTS Assay for Inhibitors of MBNL1-poly(CUG) RNA binding; Muscleblind-like protein 1 (Homo sapiens), Q9NR56; TR-FRET MBNL1-His/biotin-(CUG)12 binding, 665/545 ratio; Potency, µM (titrated, usually from 57.5 µM), without a hit: at the highest dose activity change, negative = inhibition, most hits filed as inhibitors; actives 0.036% (n = 280,000); AID 2675, 2010; active = well fitted inhibition curve with a large enough effect in the signal ratio, with a control signal flat, not every such curve was filed as active; inconclusive = small, poorly fitted or top-dose-only effect, or effect the other way, or a change in a side signal; inactive = no such curve, though single readings can be large or run the other way; the % refers to the signal ratio; also: potency is read from the fitted curve at half-maximal effect; % is scaled to controls: 0 for no effect and ±100 for the full control effect
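MBNL1-His + Biotin-(CUG)12, cpd titration 92 nM–58 uM; Tb anti-His Ab 0.055 ng/ul, SA-XL665 5 nM (final); 60 min RT; ratiometric 665/545 nm, Ex 340 nm; normalized to buffer and full-complex controls.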
Gal4-VP16 FLuc – VP16 counterscreen qHTS for inhibitors of ROR gamma transcriptional activity. Drosophila S2 Gal4-VP16 UAS-luciferase, luminescence, 20 h. Potency, µM (doses to about 53.6 µM), inactives show at the top dose activity, negative = inhibition, actives largely listed as inhibitors. actives 3.5% (n = 310,000);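 also: Gal4-VP16 expression switched on by copper sulfate through the metallothionein promoter; potency is read from the fitted curve at half-maximal effect; % is scaled to controls: 0 for no effect and ±100 for the full control effect; nearly all actives have a fitted effect of over 50% in size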
KCNH2 3.1 inh – qHTS for Inhibitors of KCHN2 3.1: Mutant qHTS. Potassium voltage-gated channel subfamily H member 2, brain isoform KCNH2 3.1 (human). U2OS KCNH2 3.1, thallium flux FluxOr; stronger effect = lower value. activity change, % (tested at about 1.8 µM). actives 0.95% (n = 340,000). AID 720553, 2013;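 active = maximum activity change below -70%; inconclusive = maximum activity change from -70% to -50%; inactive = maximum activity change above -50%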;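 also: thallium influx rate constant from kinetic fluorescence after stimulation buffer; % is scaled to controls: 0 for no effect and ±100 for the full control effect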
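Normalized rate constant (relative to positive and negative DMSO controls) derived from a 2 min kinetic fluorescence read after stimulation; U2OS cells expressing the 3.1 isoform via virus at 1.77 x 10^8 /mL.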
RORgamma inh – qHTS for inhibitors of ROR gamma transcriptional activity. Drosophila S2 Gal4-RORgamma UAS-luciferase reporter, 20 h. Potency, µM (titrated, usually from 53.6 µM), without a hit: at the highest dose activity change, negative = inhibition, hits mostly inhibitors. actives 5.4% (n = 310,000); also: potency is read from the fitted curve at half-maximal effect; % is scaled to controls: 0 for no effect and ±100 for the full control effect; nearly all actives have a fitted effect of over 60% in size
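Schneider cells (Drosophila), stable Gal4 DBD–ROR gamma + UAS-luc; 1 hr cmpd preincubation; Cu2+ induction 700 uM final; 20 hr ambient; luminescence.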
FLuc counter – qHTS profiling assay for firefly luciferase inhibitor/activator using purifed enzyme and Km concentrations of substrates (counterscreen for miR-21 project). AID 588342, 2011. Potency, µM (top dose mostly 57.5 µM), inactives show at the highest dose activity change, negative = inhibition, actives largely listed as inhibitors. purified FLuc, Km substrates, luminescence inhibition. Luciferin 4-monooxygenase (Photinus pyralis), P08659. actives 6.9% (n = 360,000);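 also: potency is read from the fitted curve at half-maximal effect; plate controls were vehicle for no effect and reference inhibitor for full effect; nearly all actives have a fitted effect of over 55% in size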
Target sequence (P08659 whole entry, looked up): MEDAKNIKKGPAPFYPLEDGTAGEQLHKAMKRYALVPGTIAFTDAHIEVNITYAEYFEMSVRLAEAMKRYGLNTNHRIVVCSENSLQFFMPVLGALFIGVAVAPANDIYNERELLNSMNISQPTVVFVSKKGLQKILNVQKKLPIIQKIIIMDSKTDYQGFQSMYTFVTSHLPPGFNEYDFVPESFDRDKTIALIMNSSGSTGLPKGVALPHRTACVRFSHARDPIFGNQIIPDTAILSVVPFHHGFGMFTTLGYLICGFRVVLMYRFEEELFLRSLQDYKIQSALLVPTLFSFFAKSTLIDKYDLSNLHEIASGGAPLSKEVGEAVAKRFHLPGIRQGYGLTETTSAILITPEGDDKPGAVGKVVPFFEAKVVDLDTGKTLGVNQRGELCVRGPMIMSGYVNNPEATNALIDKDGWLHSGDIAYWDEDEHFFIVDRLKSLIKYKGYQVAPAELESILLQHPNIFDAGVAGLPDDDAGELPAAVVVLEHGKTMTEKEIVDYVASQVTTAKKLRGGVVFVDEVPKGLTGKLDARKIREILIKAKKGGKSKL
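Purified P. pyralis luciferase (10nM final) with 10uM D-luciferin and 10uM ATP (Km levels) in 50mM Tris acetate pH 7.5, 10mM Mg acetate, 0.01% Tween-20, 0.05% BSA; qHTS 6-point titration, ~60 µM downward; luminescence read.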
ELG1 DNA repair – qHTS screen for small molecules that inhibit ELG1-dependent DNA repair in human embryonic kidney (HEK293T) cells expressing luciferase-tagged ELG1 | Potency, µM (series often up to 46.1 µM), without a hit: at the highest dose activity change, negative = inhibition, most hits filed as inhibitors | actives 2.3% (n = 330,000) | AID 504467, 2011 | HEK293T ELG1-luciferase reporter, luminescence, 16 h; DNA damage induced by 5-fluorouridine; also: potency is read from the fitted curve at half-maximal effect; % is scaled to controls: 0 for no effect and ±100 for the full control effect; nearly all actives have a fitted effect of over 55% in size
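5-Fluorouridine DNA damage + compound/DMSO, 2,000 cells/well, 16 h, 37 °C/5% CO2. ONE-Glo, 30 min RT, luminescence. Readout = decrease in reporter signal.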
PKM2 act – qHTS Assay for Activators of Human Muscle isoform 2 Pyruvate Kinase; actives 0.34% (n = 260,000); Potency, µM (titrated, usually from 57.5 µM), for inactives: at the highest dose activation, usual class: activators; Pyruvate kinase PKM (Homo sapiens), P14618; purified PKM2, Kinase-Glo ATP luminescence, activation; response scale: 0% is enzyme alone, no compound; AID 1631, 2009; also: potency is read from the fitted curve at half-maximal effect; % is scaled to controls: 0 for no effect and ±100 for the full control effect; nearly all actives have a fitted effect of over 55% in size
Target sequence (P14618 whole entry, looked up, canonical isoform): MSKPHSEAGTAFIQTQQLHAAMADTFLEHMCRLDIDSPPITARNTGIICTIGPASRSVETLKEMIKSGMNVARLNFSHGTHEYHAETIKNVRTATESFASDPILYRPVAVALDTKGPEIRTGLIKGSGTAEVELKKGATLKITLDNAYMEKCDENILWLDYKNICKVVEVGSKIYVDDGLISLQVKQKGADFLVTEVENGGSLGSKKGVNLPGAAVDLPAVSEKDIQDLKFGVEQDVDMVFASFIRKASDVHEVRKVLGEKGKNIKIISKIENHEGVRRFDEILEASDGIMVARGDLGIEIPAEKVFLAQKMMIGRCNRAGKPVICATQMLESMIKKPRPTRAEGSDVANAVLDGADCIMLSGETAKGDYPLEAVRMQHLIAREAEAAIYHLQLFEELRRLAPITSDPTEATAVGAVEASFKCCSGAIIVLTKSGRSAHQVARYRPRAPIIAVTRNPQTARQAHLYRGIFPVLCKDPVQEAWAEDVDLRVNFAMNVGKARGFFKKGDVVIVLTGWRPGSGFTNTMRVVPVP
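ATP formation by purified human PK-M2, quantified via coupled luciferase luminescence after 1 h at room temperature with 0.1 mM ADP and 0.5 mM PEP final.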
Rab9 promoter act – qHTS Assay for Rab9 Promoter Activators; Potency, µM (titrated, usually from 9.22 µM), without a hit: at the top dose activation, negative = inhibition, most hits filed as activators; actives 2.8% (n = 320,000); AID 485297, 2010; Huh7 Rab9 promoter-luciferase reporter, luminescence, 24 h; also: potency is read from the fitted curve at half-maximal effect; % of control where 0% means no effect; nearly all actives have a fitted effect of over 60% in size
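Quantitative HTS format; Huh7 Rab9-luciferase reporter cells (1500/well) receive compound 2 h post-plating, incubate 24 h at 37 °C, then get luciferase reagent for 10 min before luminescence reading.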
Mito fusion yeast – qHTS Assay for Small Molecule Inhibitors of Mitochondrial Division or Activators of Mitochondrial Fusion | AID 485298, 2010 | S. cerevisiae fusion-defective mutant growth rescue, CellTiterGlo 48 h | Potency, µM (titrated, usually from 46.1 µM), for inactives: at the top dose growth rescue (activation), actives largely listed as activators | actives 0.23% (n = 320,000);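 also: potency is read from the fitted curve at half-maximal effect; % of control where 0% means no effect; nearly all actives have a fitted effect of over 45% in size; temperature-sensitive fusion mutants such as fzo1-1 at 37 °C on non-fermentable ethanol glycerol medium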
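S. cerevisiae fusion-defective temperature-sensitive mutants (e.g. fzo1-1, mgm1-5) grown 48 h at 37C in YPEG (ethanol/glycerol non-fermentable) medium with 23 nl compound per well; growth rescue read as CellTiterGlo luminescence.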
An asterisk follows results filed as active; ? = inconclusive; nt = no result given; [ ] = another dose, or the depositor's remark. Unless noted, calls follow the shape of the dose curve; as a rule, active = well fitted curve in the direction sought with a large enough effect; inconclusive = small, poorly fitted or top-dose-only effect, or another doubt; inactive = no such curve, though single readings can be large; an effect the other way counts as inactive or inconclusive. Only part of the results is shown; the hit share may differ from the screen's.

SMILES	NPC1 promoter act	Menin MLL FP TR	MBNL1-CUG inh	Gal4-VP16 FLuc	KCNH2 3.1 inh	RORgamma inh	FLuc counter	ELG1 DNA repair	PKM2 act	Rab9 promoter act	Mito fusion yeast
CC1CCCN(c2ccc(C(=O)OCC(=O)N3c4ccccc4Sc4ccccc43)cc2[N+](=O)[O-])C1 (stereo not given)	-1%	?	-10%	-15%	-5	29%	1%	1%	0%	1%	5%
CN1Cc2cccc3c2C(Cc2ccccc2S3)C1 (stereo not given)	0%	-3%	-11%	-10%	-40	6%	-2%	1%	-3%	1%	2%
Cc1c(O)ccc(C(=O)CN2CCN(Cc3ccc4c(c3)OCO4)CC2)c1O	3%	-5%	-3%	-7%	-5	-6%	-1%	?	-18%	-3%	0%
CCN(CC)C(=O)C1CCCN(c2ccc([N+](=O)[O-])cc2/C=N/NC(=O)c2cccc(O)c2)C1 (stereo not given)	-4%	18%	?	-9%	18	32%	-4%	?	-3%	-1%	2%
COc1cc([N+](=O)[O-])ccc1NC(=O)CSc1nncn1-c1cccnc1	1%	19%	?	-2%	4	10%	0%	?	?	2%	-7%
O=C(CCC1CCCC1)NNC(=O)c1ccccc1O	2%	nt	nt	nt	2	nt	?	-26%	nt	-3%	1%
O=C(NCc1ccccc1)C12CC3CC(CC(Cl)(C3)C1)C2	-5%	nt	3%	1%	3	9%	2%	3%	-2%	-3%	0%
CCOc1ccc(CN(C)C(=O)CNC(=O)c2ccc(Br)o2)cc1OC	1%	-19%	-6%	-9%	4	12%	0%	-4%	0%	-3%	-5%
CC(=O)Nc1ccc2c(c1)C(=O)N(c1cccc3ccccc13)C2=O	-5%	7%	?	12%	4	22%	-2%	1%	-16%[11.5 µM]	4%	-6%
O=C1c2ccccc2C(=O)N1Cc1nc(-c2ccncc2)no1	0%	3%	16%	-5%	-20	?	1%	1%	18%	10%	-1%
CSc1ccccc1NC(=O)c1cc(S(=O)(=O)N(C)C)ccc1N1CCCC1	-4%	nt	-3%	-9%	-4	23%	3%	-8%	1%	6%	0%
COCCNC(=O)[C@@H]1CCCN1C(=O)C1CCN(S(=O)(=O)c2ccc(C)cc2)CC1	-1%	19%	-4%	-7%	10	-1%	-1%	19%	nt	-1%	0%
Cc1csc(NC(=O)c2ccc3c(=O)n4c(nc3c2)CCCCC4)n1	3.5µM*	3%	17%	-13%	19	?	8.5µM*	?	1%	1.1µM*	14%
CC(C)CCNC(=O)NC(=O)COC(=O)/C=C/c1cnc2ccccc2n1	-3%	-1%	7%	22%	4	?	12%	?	6%	15%	-8%
COc1ccc(-c2nnc(SC(=O)N3c4ccccc4Sc4ccccc43)o2)cc1	0%	?	17%	-3%	-19	-13%	-9%	-1%	-14%	-8%	-6%
CCc1nnc(NC(=O)c2cccc(S(=O)(=O)N(C)c3ccc(OC)cc3)c2)s1	-5%	14%	-4%	-7%	-5	?	?	?	0%	-4%	-4%
CCCCCCN1C=CC(=C2C(=O)c3ccccc3C2=O)C=C1	?	12%	?	-9%	21	23%	0.21µM*	?	-24%	0.11µM*	2%
CCOC(=O)CCNC(=O)CCc1nnc(CCCc2ccccc2)o1	20%	-18%	-5%	12%	8	27%	?	?	1%	20%	0%
O=C(NNc1cccc(Cl)n1)c1c(F)cccc1F	0%	-13%	nt	-5%	-7	30%	1%	29%	1%	-2%	4%
COC(=O)[C@@]12CCCCN1[C@H](c1ccc(-c3cc(C(C)=O)cs3)c(OC)c1)[C@H]1C(=O)N(C)C(=O)[C@H]12	-3%	nt	nt	nt	0	nt	2%	?	nt	-4%	-2%
C=CCC1(CC=C)CCCN1C(=O)CC1C(=O)NCCN1Cc1ccccc1OC (stereo not given)	-4%	-22%	-4%	5%	11	1%	0%	0%	6%	-1%	-6%
COc1ccc(C(C)=O)cc1COC(=O)c1ccc(C)c(S(=O)(=O)N2CCOCC2)c1	-5%	nt	nt	nt	-9	nt	-1%	-28%	nt	-7%	6%
COc1ccccc1CNC(=O)Cn1c(=O)oc2cc(Cl)ccc21	-5%	nt	-11%	-5%	-18	2%	3%	1%	3%	0%	0%
C=CCn1c(SCC(=O)Nc2cccc3ccccc23)nc(O)c(CC)c1=O	0%	11%	7%	1%	-4	21%	0%	-3%	-3%	-1%	-1%
CCOc1ccc(CC(=O)Nc2cc(=O)n(C)c(=O)n2C)cc1	0%	12%	-7%	-2%	2	13%	-6%	-23%	?	1%	21%
CCc1ccc(OCC(=O)NC(NC(=S)Nc2ccc(C)cc2C)C(Cl)(Cl)Cl)cc1 (stereo not given)	1%	?	-1%	?	-6	10µM*	7%	-17%	-1%	-5%	-4%
O=C(CNc1ccccc1C(=O)O)c1ccccc1	3%	nt	-1%	-13%	-12	2%	19µM*	?	-6%	?	-2%
CCOc1cccc2c1OC1(C)CC2NC(=O)N1Cc1ccccc1 (stereo not given)	-4%	?	-1%	-2%	2	10%	-2%	-2%	2%	0%	-3%
c1ccc(Cn2ccc(-c3cnc(-c4ccccc4)s3)n2)cc1	1.4µM*	14%	19%	-23%	-37	?	1.9µM*	?	-3%	1.1µM*	16%
COc1cc2[nH]c3c(N4CCN(c5ccccn5)CC4)ncnc3c2cc1OC	-13%	58%[activator]	-5%	18µM*	6	?	13µM*	?	-1%	5%	-5%
CS(=O)(=O)N(CC(=O)Nc1cccc(F)c1)c1cccc([N+](=O)[O-])c1	0%	19%	?	-1%	1	14%	6%	17%	1%	-10%	0%
CC(C)N(C(=O)COc1ccc(Br)cc1Cl)C(C)C	5%	?	-9%	7%	-12	-25%	6%	-20%	-1%	5%	-1%
COc1ccccc1CNC(=O)CN(CCc1ccccc1)S(C)(=O)=O	-2%	-5%	6%	-4%	6	2%	7%	-26%	3%	2%	-2%
COc1ccc(-n2ncc3c2CC(C)(C)CC3NC(=O)CCc2c(C)nn(C)c2C)cc1 (stereo not given)	-1%	nt	1%	0%	-2	17%	4%	-5%	nt	-1%	2%
CCCCOC(=O)C1=C(C)Nc2ncnn2C1c1ccc(OC)c(OC)c1OC (stereo not given)	-8%	-6%	?	0%	-23	15%	2%	-12%	1%	-4%	1%

Shown as a hit in RORgamma inh, of those listed so far:
| mol | NPC1 promoter act | Menin MLL FP TR | RORgamma inh | PKM2 act | Rab9 promoter act | Mito fusion yeast |
| --- | --- | --- | --- | --- | --- | --- |
| CCc1ccc(OCC(=O)NC(NC(=S)Nc2ccc(C)cc2C)C(Cl)(Cl)Cl)cc1 (stereo not given) | 1% | ? | 10µM* | -1% | -5% | -4% |

Some of the entries above, set out differently.
mol,NPC1 promoter act,Menin MLL FP TR,MBNL1-CUG inh,Gal4-VP16 FLuc,KCNH2 3.1 inh,RORgamma inh,FLuc counter,ELG1 DNA repair,PKM2 act,Rab9 promoter act,Mito fusion yeast
CS(=O)(=O)N(CC(=O)Nc1cccc(F)c1)c1cccc([N+](=O)[O-])c1,0%,19%,?,-1%,1,14%,6%,17%,1%,-10%,0%
CC(C)N(C(=O)COc1ccc(Br)cc1Cl)C(C)C,5%,?,-9%,7%,-12,-25%,6%,-20%,-1%,5%,-1%

Screening results deposited in PubChem by National Center for Advancing Translational Sciences (NCATS).
